Screening data: PubChem BioAssay, Broad Institute
TcdB inh = inhibitors of Clostridioides difficile toxin B glycohydrolase | AID 652162 | hit rate 0.24% among 350,000 | P18177 | TcdB glycohydrolase enzymatic assay, plate reader | inhibition, % at 9.99 µM; in the data active = inhibition above about 10%
* = called active by the depositor; & = joins results of further samples.

SMILES	TcdB inh
CCO[C@@H]1OC(C(=O)N2CCN(C)CC2)=C[C@H](c2ccccc2)[C@H]1CCCO	-0.4
COc1ccc(NC(=O)N(C)C[C@@H]2OCCCC[C@@H](C)Oc3ccc(NC(=O)c4ccccc4)cc3C(=O)N([C@H](C)CO)C[C@@H]2C)cc1	0.4
C[C@@H]1CCCCO[C@H](CN(C)C(=O)Nc2ccc(C(F)(F)F)cc2)[C@@H](C)CN([C@@H](C)CO)C(=O)c2cc(NC(=O)Nc3ccccc3)ccc2O1	0.7
C[C@@H]1CN([C@H](C)CO)C(=O)c2cccc(NS(=O)(=O)c3ccc(Cl)cc3)c2O[C@H]1CN(C)Cc1ccccc1	0.1
CN(C)C(=O)c1ccc(-c2ccc([C@H]3[C@H](C#N)N(C(=O)C4CC4)[C@H]3CO)cc2)cc1	-6.8
C[C@H]1CN([C@@H](C)CO)S(=O)(=O)c2ccc(C#Cc3ccccc3F)cc2O[C@H]1CN(C)C(=O)c1ccc2c(c1)OCO2	1.2
O=C(Nc1ccc(Cl)cc1)N[C@@H]1CC[C@H](CCNC(=O)c2ccccc2F)O[C@@H]1CO	0.6
CC(=O)Nc1ccc2c(c1)C(=O)N(C)[C@H]1CC[C@H](CC(=O)NCC3CC3)O[C@H]1CO2	0.1
CC=Cc1ccc2n(c1=O)C[C@H]1[C@H](CO)[C@@H](C(=O)NCCC)[C@@H]2N1C(=O)C1CCC1 (mixture of isomers)	-0.1
O=C(C[C@@H]1C=C[C@@H](NC(=O)c2ccc3c(c2)OCO3)[C@H](CO)O1)NCc1ccc(Cl)cc1	-0.3
O=C(Cc1ccccn1)NCC[C@H]1CC[C@@H](NC(=O)Nc2ccc(Cl)cc2)[C@@H](CO)O1	-0.3
COc1ccccc1-c1ccc2c(c1)O[C@@H](CN(C)C(=O)c1ccncc1)[C@@H](C)CN([C@H](C)CO)S2(=O)=O	-0.4
C[C@@H]1CN([C@@H](C)CO)C(=O)c2cc(NS(=O)(=O)c3cccs3)ccc2O[C@@H](C)CCCCO[C@@H]1CN(C)C(=O)Nc1cccc2ccccc12	-0.8
C[C@@H]1CN([C@@H](C)CO)C(=O)c2cc(NC(=O)CCC(F)(F)F)ccc2O[C@@H](C)CCCCO[C@@H]1CN(C)C(=O)Nc1ccc2c(c1)OCO2	-0.4
COCCOC(=O)N1C(=O)[C@@]2(c3ccccc31)[C@H](c1ccccc1OCCO)N1[C@H](c3ccccc3)[C@H](c3ccccc3)OC(=O)[C@H]1[C@@H]2C(=O)NC[C@H](O)c1ccccc1	0.1
COc1ccccc1CNC(=O)C[C@@H]1C[C@H]2c3cc(NC(=O)C4CCC4)ccc3O[C@H]2[C@H](CO)O1	-1.3
C[C@@H]1CCCCO[C@@H](CN(C)CC2CCCCC2)[C@@H](C)CN([C@H](C)CO)C(=O)c2cc(NC(=O)c3ccccc3)ccc2O1	-0.1
O=C(C[C@H]1C[C@H]2c3cc(NC(=O)c4cccnc4)ccc3O[C@H]2[C@@H](CO)O1)NCC(F)(F)F	-0.8
C[C@@H]1CN([C@H](C)CO)C(=O)Cc2cc(NC(=O)Nc3ccccc3)ccc2O[C@@H]1CN(C)C(=O)NC1CCCCC1	0.4
Cn1cnc(S(=O)(=O)N2C[C@@H](O)COC[C@H]3O[C@H](CC(=O)NC4CCCC4)CC[C@@H]32)c1	-0.4
C[C@@H]1CCCCO[C@H](CN(C)C(=O)Nc2ccc(C(F)(F)F)cc2)[C@@H](C)CN([C@@H](C)CO)C(=O)c2cc(NS(=O)(=O)c3ccc(F)cc3)ccc2O1	0.4
C[C@H](CO)N1C[C@H](C)[C@@H](CN(C)C(=O)Nc2ccc(C(F)(F)F)cc2)Oc2ccc(NC(=O)Cc3cn(C)c4ccccc34)cc2CC1=O	-0.1
Cc1noc(C)c1NC(=O)Nc1ccc2c(c1)C(=O)N([C@H](C)CO)C[C@H](C)[C@@H](CN(C)S(=O)(=O)c1c(C)noc1C)OCCCC[C@@H](C)O2	0.9
CNC[C@H]1Oc2ccc(NC(=O)C3CCCCC3)cc2CC(=O)N([C@H](C)CO)C[C@H]1C	0.2
Cc1noc(C)c1NC(=O)N(C)C[C@@H]1Oc2ccc(N(C)C)cc2CC(=O)N([C@@H](C)CO)C[C@H]1C	-13
Carrying on:
SMILES	TcdB inh
C[C@H](CO)N1C[C@H](C)[C@@H](CN(C)S(=O)(=O)c2cccs2)Oc2c(NS(=O)(=O)c3ccc(Cl)cc3)cccc2C1=O	-0.6
COCC#Cc1cnc2c(c1)C(=O)N([C@@H](C)CO)C[C@@H](C)[C@@H](CN(C)Cc1ccccc1)O2	0.8
CCNC(=O)C[C@H]1CC[C@H]2[C@H](COc3ccc(NS(=O)(=O)c4ccccc4C)cc3C(=O)N2C)O1	-1.2
CCc1cnc(N2[C@H](C#N)[C@H](c3ccc(C#CC(C)C)cc3)[C@@H]2CO)s1	-1.6
COc1ccc(S(=O)(=O)N(C)C[C@H]2Oc3ccc(NC(=O)C4CCCCC4)cc3C(=O)N([C@@H](C)CO)C[C@H]2C)cc1	-3.5
CC(C)NC(=O)N(C)C[C@@H]1Oc2ccc(NC(=O)CCCN(C)C)cc2CC(=O)N([C@H](C)CO)C[C@@H]1C	0.0
COc1ccc2c3c([nH]c2c1)[C@H](CO)N(C(=O)Nc1ccccc1F)CC31CN(C(C)=O)C1	0.4
C[C@@H]1CN([C@H](C)CO)C(=O)c2cc(NC(=O)Nc3ccc4c(c3)OCO4)ccc2O[C@@H]1CN(C)Cc1ccccc1	0.8
COc1cccc(S(=O)(=O)Nc2ccc3c(c2)[C@H]2C[C@H](CC(=O)NCCc4ccccc4)O[C@@H](CO)[C@H]2O3)c1	-0.3
C[C@@H]1CN([C@H](C)CO)C(=O)c2cc(NC(=O)c3ccncc3)ccc2O[C@@H]1CN(C)S(=O)(=O)c1ccccc1	-4.1
CN(C)CC#Cc1ccc([C@H]2[C@@H](CO)N3CCCCN(CC4CCOCC4)C[C@H]23)cc1	-0.3
Cc1noc(C)c1NC(=O)N(C)C[C@@H]1Oc2c(NC(=O)c3ccc(-c4nccs4)cc3)cccc2C(=O)N([C@H](C)CO)C[C@H]1C	0.9
O=C(Cc1cccnc1)N[C@H]1CC[C@@H](CCn2cc(-c3ccccc3F)nn2)O[C@H]1CO	0.3
C[C@@H]1CN([C@H](C)CO)C(=O)c2cc(C3=CCCCC3)cnc2O[C@H]1CN(C)C(=O)NC1CCCC1	-0.2
COc1ccc(S(=O)(=O)N(C)C[C@@H]2OCCCC[C@H](C)Oc3ccc(NS(=O)(=O)c4ccc(C)cc4)cc3C(=O)N([C@H](C)CO)C[C@@H]2C)cc1	-0.1
CCCC(=O)Nc1ccc2c(c1)C(=O)N(C)C[C@H](OC)[C@H](C)CN(CCc1ccccc1)[C@H](C)CO2	0.2
Cc1ccccc1-c1ccc2c(c1)O[C@H](CN(C)C(=O)Nc1ccc(C(F)(F)F)cc1)[C@@H](C)CN([C@@H](C)CO)S2(=O)=O	0.7
O=C(C[C@@H]1C[C@@H]2c3cc(NS(=O)(=O)c4ccccc4)ccc3O[C@@H]2[C@H](CO)O1)N1CCOCC1	-0.9
COc1ccc(S(=O)(=O)N[C@H]2CC[C@H](CC(=O)N3CCc4ccccc4C3)O[C@H]2CO)cc1	2.4
Cc1noc(C)c1S(=O)(=O)Nc1ccc2c(c1)C(=O)N([C@H](C)CO)C[C@@H](C)[C@@H](CN(C)Cc1ccc(C(F)(F)F)cc1)OCCCC[C@@H](C)O2	-0.4
CCC(=O)N1[C@H](CO)[C@H](c2ccc(C3=CCCCC3)cc2)[C@H]1CNC1CCCC1	-0.4
CNC[C@@H]1Oc2c(NS(=O)(=O)c3c(C)noc3C)cccc2C(=O)N([C@H](C)CO)C[C@H]1C	-0.1
O=C(C[C@H]1C[C@@H]2c3cc(NC(=O)C4CCC4)ccc3O[C@@H]2[C@H](CO)O1)NCc1cccc(F)c1	-1.5
C[C@@H]1CN([C@H](C)CO)C(=O)Cc2cc(NS(=O)(=O)c3cccs3)ccc2O[C@@H]1CN(C)S(=O)(=O)c1ccccc1	1.3
O=C(C[C@H]1CC[C@@H]2[C@H](COC[C@@H](O)CN2Cc2cccc(F)c2)O1)NCc1ccncc1	0.5
(listing goes on)
SMILES	TcdB inh
COc1ccc(CN2C[C@@H](C)[C@H](OC)CN(C)C(=O)c3ccc(NC(=O)c4nc5ccccc5s4)cc3OC[C@H]2C)cc1	0.4
O=C(C[C@@H]1C=C[C@@H](NS(=O)(=O)c2ccc(F)cc2)[C@@H](CO)O1)NCc1ccccc1F	0.1
Cc1noc(C)c1S(=O)(=O)N(C)C[C@@H]1OCCCC[C@@H](C)Oc2ccc(NC(=O)NC3CCCCC3)cc2C(=O)N([C@H](C)CO)C[C@@H]1C	-1.0
CCNC(=O)C[C@@H]1CC[C@@H]2[C@H](COC[C@@H](O)CN2C(=O)C2CC2)O1	-0.4
C[C@@H]1CN([C@H](C)CO)C(=O)c2cc(NS(=O)(=O)c3cn(C)cn3)ccc2O[C@@H]1CN(C)Cc1ccncc1	-0.1
C[C@H](CO)N1C[C@H](C)[C@H](CN(C)C(=O)c2ccncc2)Oc2ncc(/C=C/c3ccccc3)cc2C1=O	0.3
COc1ccc(CN(C)C[C@H]2OCCCC[C@H](C)Oc3ccc(NS(=O)(=O)c4ccccc4)cc3C(=O)N([C@@H](C)CO)C[C@@H]2C)cc1	-1.8
O=C(NCc1ccccn1)[C@H]1[C@H](CO)[C@H]2Cn3c(cccc3=O)[C@@H]1N2CC1CCCCC1	0.1
CO[C@H]1CN(C)C(=O)c2ccc(NC(=O)Nc3ccccc3)cc2OC[C@@H](C)N(C(C)=O)C[C@H]1C	-0.3
CC(C)NC(=O)N(C)C[C@@H]1Oc2ncc(-c3ccccc3F)cc2C(=O)N([C@@H](C)CO)C[C@H]1C	-1.5
COCC#Cc1ccc2c(c1)O[C@H](CN(C)C(C)=O)[C@H](C)CN([C@H](C)CO)S2(=O)=O	0.5
CC(C)(C)[S@](=O)N1Cc2cc(C(=O)NC3CCC3)nc(-c3cccc(Br)c3)c2[C@@H]1CCO	-2.1
CN(C)CC(=O)Nc1ccc2c(c1)[C@@H]1C[C@@H](CC(=O)NCCc3ccccc3)O[C@@H](CO)[C@@H]1O2	-0.6
C[C@H]1CCCCO[C@H](CN(C)Cc2ccc(Cl)c(Cl)c2)[C@@H](C)CN([C@@H](C)CO)C(=O)c2cc(NC(=O)Nc3ccc(F)cc3)ccc2O1	0.3
COc1ccc(S(=O)(=O)N(C)C[C@@H]2Oc3ccc(NS(=O)(=O)c4ccc(C)cc4)cc3C(=O)N([C@H](C)CO)C[C@@H]2C)cc1	0.4
C[C@@H]1CN([C@H](C)CO)C(=O)c2cc(-c3ccccc3)cnc2O[C@H]1CN(C)C	0.7
C[C@@H]1CCCCO[C@@H](CN(C)S(C)(=O)=O)[C@H](C)CN([C@H](C)CO)C(=O)c2cc(NC(=O)c3ccccc3)ccc2O1	-3.0
C[C@@H]1CN([C@@H](C)CO)C(=O)Cc2cc(NC(=O)Nc3ccc(F)cc3)ccc2O[C@@H]1CN(C)S(=O)(=O)c1ccc(Cl)cc1	-0.1
COCC(=O)N1CC[C@H]2[C@H](CO)Nc3ccc(-c4ccc(C(=O)N(C)C)cc4)cc3[C@H]21	0.0
COCC#Cc1cnc2c(c1)C(=O)N([C@H](C)CO)C[C@H](C)[C@@H](CN(C)C(=O)Nc1cccc(F)c1)O2	2.0
CO[C@H]1CN(C)C(=O)c2cc(NC(C)=O)ccc2OC[C@H](C)N(C(=O)C2CCOCC2)C[C@@H]1C	-0.7
Cc1noc(C)c1S(=O)(=O)Nc1ccc2c(c1)C(=O)N([C@@H](C)CO)C[C@H](C)[C@H](CN(C)S(=O)(=O)c1ccccc1)OCCCC[C@@H](C)O2	-0.7
CN(C)CC(=O)Nc1ccc2c(c1)[C@@H]1C[C@@H](CC(=O)N3CCc4ccccc4C3)O[C@@H](CO)[C@@H]1O2	-1.1
C[C@H](CO)N1C[C@H](C)[C@H](CN(C)C(=O)CC2CC2)Oc2ncc(C#CC3(O)CCCC3)cc2C1=O	0.3
C[C@@H]1CCCCO[C@@H](CN(C)C(=O)Nc2cccc3ccccc23)[C@H](C)CN([C@H](C)CO)C(=O)c2cc(NC(=O)Nc3ccc(F)cc3)ccc2O1	0.2
CNC(=O)C[C@@H]1CC[C@@H]2[C@@H](COc3ccc(NC(=O)c4cccc(F)c4)cc3C(=O)N2C)O1	-0.4&-0.4
C[C@@H]1CN([C@H](C)CO)C(=O)c2cc(NC(=O)c3ccccc3)ccc2O[C@@H](C)CCCCO[C@H]1CN(C)Cc1ccc2c(c1)OCO2	-0.3

An excerpt, so the mix of outcomes need not match the whole.
